From PubChem
HSP90 refold inh = HSP90 inhibitors, primary screen, cell lysate, luminescence; Heat shock protein HSP 90 (rabbit reticulocyte lysate; luciferase refolding); Rabbit reticulocyte lysate, luciferase refolding luminescence, 3 h; inhibition, % at 5.6 µM; 0.91% of 290,000 active;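 active = inhibition above the screen-wide mean plus 3 SD, computed separately per campaign, cut at about 16% in these data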;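 note: 0% = DMSO wells and 100% = 60 µM geldanamycin wells; inhibitors lower the luminescence because luciferase stays unfolded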
KLF5 inh = KLF5 expression inhibitors, primary screen, DLD-1 cells, luminescence; 0.23% of 290,000 active; DLD-1 KLF5 promoter-luciferase reporter; inhibition, % at 5 µM;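 active = inhibition above a per-plate limit of that plate's mean compound inhibition plus 3 SD, cut at about 60% in these data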;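 note: 0% = DMSO wells and 100% = LY294002 at 200 µM; higher means less KLF5 promoter-driven luciferase light; inactives centre near -14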
IEC-6 tox = cytotoxicity in IEC-6 intestinal epithelial cells, primary screen, cytotoxicity control for KLF5 inhibitor project, cell-based, luminescence | IEC-6 cytotoxicity, luminescence viability | inhibition, % at 5 µM | 0.78% of 290,000 active; in the data active = inhibition above about 22%;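 note: 0% = plate median of test compound wells and 100% = cytotoxic reference compound wells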
AI-2 QS mod = Vibrio harveyi AI-2 quorum sensing modulators, primary screen, JMH597 strain, luminescence/OD600 ratio | Vibrio harveyi JMH597 AI-2 luminescence/OD600 ratio, 9 h; active compounds read low; strain lacks LuxN and CqsS sensors; 0 = neutral-control median | activity change, % at 7.5 µM | 0.4% of 300,000 active; in the data active = activity change below about -75%, passing the limit was not always enough; inconclusive = no clear call, values can overlap the other calls;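 note: luminescence divided by OD600 gain over 9 h not by final OD600 alone; inactives centre near 13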
aSyn 5UTR inh = MLPCN primary screen, SNCA 5' untranslated region; 0.82% of 300,000 active; inhibition, % (tested at 7.5 µM); alpha-synuclein 5'UTR reporter, inhibitor activity; in the data active = inhibition above about 60%; inconclusive = no clear call, values can overlap the other calls;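 note: H4 neuroglioblastoma cells stably carrying SNCA 5'UTR luciferase fusion; 0% = DMSO wells and 100% = positive control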
GSK3B inh = human GSK3beta kinase inhibitors, primary screen, biochemical, cell-free homogeneous, HTS; Glycogen synthase kinase-3 beta (Homo sapiens), P49841; GST-GSK3beta kinase, ADP-Glo luminescence, 60 min; active compounds read low; activity score (negative = inhibition), % at 10 µM; 0.038% of 300,000 active;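 active = more than half of replicate wells score below -50%, meaning over 50% inhibition versus plate controls; inconclusive = some replicates but at most half score below -50%; inactive = no replicate scores below -50%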;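 note: 0% = median DMSO wells and -100% = median GW8510 positive control wells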
Target sequence (P49841 whole entry, looked up): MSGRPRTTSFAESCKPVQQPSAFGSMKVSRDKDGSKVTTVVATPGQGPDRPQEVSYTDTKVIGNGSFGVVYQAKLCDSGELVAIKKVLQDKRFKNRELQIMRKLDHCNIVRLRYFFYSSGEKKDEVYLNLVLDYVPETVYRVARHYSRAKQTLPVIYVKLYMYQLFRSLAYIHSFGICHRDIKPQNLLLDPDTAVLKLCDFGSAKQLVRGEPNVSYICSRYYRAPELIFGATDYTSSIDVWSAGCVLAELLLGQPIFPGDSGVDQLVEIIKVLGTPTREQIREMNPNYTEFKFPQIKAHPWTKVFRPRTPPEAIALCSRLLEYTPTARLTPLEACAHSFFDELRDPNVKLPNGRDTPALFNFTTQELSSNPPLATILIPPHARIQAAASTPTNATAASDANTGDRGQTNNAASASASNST
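Assay system: GST-fused GSK3beta enzyme, cell-free / Medium: Tris pH 7.5 buffer with MgCl2, DTT, BSA, heparin / Also added: peptide substrate plus 25 µM ATP (final) / Compound: 10 µM single point / Timing: kinase reaction with compound 60 min at room temperature / Detection: ADP-Glo luminescence / Benchmarks: DMSO neutral wells and GW8510 at 20 µM as positive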
GSK3A inh = blockers of GSK3A enzyme activity – biochemical, luminescence, cell-free homogeneous, HTS, primary screen. Glycogen synthase kinase-3 alpha (Homo sapiens), P49840. GSK-3 alpha kinase, ADP-Glo luminescence, 60 min. inhibition, % at 10 µM. 0.1% of 320,000 active. AID 2650, 2010;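 in the data active = inhibition above about 50%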;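 note: GST-tagged GSK-3 alpha with peptide substrate and 25 µM ATP; 0% = DMSO neutral wells and 100% = GW8510 positive control wells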
Target sequence (P49840 whole entry, looked up): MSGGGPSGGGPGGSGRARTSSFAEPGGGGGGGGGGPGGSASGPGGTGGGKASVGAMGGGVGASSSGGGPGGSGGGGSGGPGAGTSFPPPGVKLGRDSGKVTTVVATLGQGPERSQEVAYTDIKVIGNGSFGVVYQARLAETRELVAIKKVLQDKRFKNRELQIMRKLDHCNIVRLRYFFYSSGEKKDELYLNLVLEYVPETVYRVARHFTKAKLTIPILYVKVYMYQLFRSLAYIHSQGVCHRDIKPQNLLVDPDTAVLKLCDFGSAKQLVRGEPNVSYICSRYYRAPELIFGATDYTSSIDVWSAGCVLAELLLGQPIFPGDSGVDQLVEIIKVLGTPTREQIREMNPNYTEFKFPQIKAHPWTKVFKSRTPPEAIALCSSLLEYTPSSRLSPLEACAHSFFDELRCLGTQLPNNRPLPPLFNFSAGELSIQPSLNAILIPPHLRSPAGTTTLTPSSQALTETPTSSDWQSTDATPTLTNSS
HSF1 inh = HSF1 inhibitors in luciferase reporter cells, primary screen, cell-based, NIH3T3, luminescence | NIH3T3-HGL HSE-luciferase, MG132-induced, luminescence 8 h; active compounds read low | activity change, negative = inhibition, % at 7.5 µM (by protocol) | 0.77% of 300,000 active;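 active = more than half of replicate wells show activity change below -50%, luminescence cut by over half; inconclusive = some wells, but at most half, below -50%; inactive = no replicate well below -50%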;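 note: luciferase reports HSF-1 transcriptional activity via heat shock element; 0% = median of DMSO wells and -100% = zero luminescence signal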
HSF-1 act = HSF-1 activators, primary screen, NIH3T3-HGL cells, MG132 stress, luminescence, single point | 1.7% of 300,000 active | AID 504408, 2011 | NIH3T3-HGL HSF-1 luciferase reporter, 8 h; 100% = twice DMSO control signal | activation, % at 9 µM;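 active = mean replicate activation of at least 50% with a set share of replicates each reaching 50%; inconclusive = only one of those two conditions met; inactive = mean below 50% and too few replicates reaching it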;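 note: 0% = median of the neutral control wells and 100% = twice that signal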
PolyA inh = polyadenylation inhibitors in yeast reporter cells, primary screen, luminescence, S. cerevisiae; S. cerevisiae SKY197-pL101 polyadenylation reporter, beta-gal luminescence; efflux-impaired pdr1/pdr3 knockout yeast; score 100 = 6 SD above DMSO; calls only at 12 µM; 0.02% of 300,000 active;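 active = lowest replicate activity score at least 50, where 100 means six control SD above control mean; inconclusive = lowest score under 50 but half or more replicates reach 50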;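 note: yeast exposed to compound for 9 h at 30 °C; higher score means more reporter readthrough which indicates perturbed polyadenylation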
Starred values were filed as active, the others as inactive; i = inactive; u = inconclusive; x = no result given. A portion of the library. The share of hits here may be higher or lower than overall.

structure | HSP90 refold inh | KLF5 inh | IEC-6 tox | AI-2 QS mod | aSyn 5UTR inh | GSK3B inh | GSK3A inh | HSF1 inh | HSF-1 act | PolyA inh
Cc1nc(COC(=O)c2c(C)nn(-c3ccccc3)c2C)cs1 | -2 | -64 | -3 | 26 | -104 | 0 | -1 | 13 | 20 | i
COc1ccc(OC)c(NC(=O)c2cc(-c3c(C)cc(C)cc3O)n[nH]2)c1 | 3 | -38 | -2 | 16 | -112 | -6 | 0 | -5 | 24 | i
COc1cccc2cc(/C(=N/O)c3ccccc3)oc12 | -3 | -31 | 0 | 9 | -22 | 3 | -3 | 18 | 24 | i
CCC(c1nnc(SCC(=O)Nc2cccc(S(N)(=O)=O)c2)n1-c1ccc(OC)cc1)N(C)C (stereo unspecified) | 0 | -18 | -1 | 21 | -1 | 3 | -2 | 1 | 2 | i
CC(Cc1ccsc1)NC(=O)CCc1nnc(COc2ccccc2)o1 (stereo unspecified) | 3 | -47 | 2 | 17 | 19 | 0 | -2 | 0 | -3 | i
CCOC(=O)c1sc2nc(-c3ccco3)c3c(c2c1N)CC(C)(C)OC3 | x | x | x | 6 | 5 | 1 | -1 | 7 | 13 | i
C(=N\Nc1nc(N2CCCC2)nc(N2CCCC2)n1)/c1ccccc1OCc1ccccc1 | 0 | -29 | -5 | 33 | -9 | 1 | 0 | -4 | -5 | i
O=C(CSc1nnc(CNC(=O)c2ccccc2)o1)NCc1ccco1 | 4 | -35 | -1 | 34 | 10 | 0 | 0 | -10 | 1 | i
Cc1ccc(NC(=O)Cn2ncn3c(cc4ccccc43)c2=O)cc1F | -1 | -17 | 5 | -18 | -3 | 0 | 3 | 4 | 9 | i
CC1CCN(C(=O)c2ccc(COc3ccccc3Cl)o2)CC1 | 1 | -17 | 1 | 26 | -27 | -2 | -2 | 9 | 22 | i
COc1cc(Cl)c(NS(=O)(=O)c2ccc(-c3ccc(=O)[nH]n3)o2)c(OC)c1 | -4 | -25 | -3 | 25 | -21 | 3 | -2 | 0 | 4 | i
CCn1c2ccccc2c2cc(NC(=O)c3ccccc3-c3ccccc3C(=O)O)ccc21 | -1 | -32 | 2 | 25 | 1 | 6 | -3 | 2 | 15 | i
CCOC(=O)CNc1c(-c2ccc(Cl)cc2)nc2cnccn12 | 4 | -10 | 3 | 17 | 11 | -2 | 0 | -7 | -2 | i
O=C(N/N=C\C=C\c1ccco1)c1cc(-c2ccc3ccccc3c2)n[nH]1 | 1 | -135 | -2 | 25 | -146 | -5 | -2 | 29 | 57* | i
Cc1nn(CCC(=O)NNC(=S)Nc2ccc(F)cc2)c(C)c1Br | -5 | -36 | -1 | -4 | -6 | 1 | -3 | 2 | 2 | i
COC(=O)c1nnn(-c2ccccc2)c1N | 0 | -35 | -6 | 23 | 7 | 0 | -3 | -2 | 15 | i
Cc1ccc(-c2ccnc3nc(Sc4ncc(C(F)(F)F)cc4Cl)nn23)cc1 | -1 | -18 | -2 | 6 | -16 | 1 | -1 | 19 | 30 | i
O=C(c1cccc(C(F)(F)F)c1)C1CCCN(C(=O)C2CCOCC2)C1 (stereo unspecified) | -5 | -30 | 0 | 8 | 14 | 5 | 0 | 5 | -2 | i
Cc1cc(C)nc(SCC(=O)Nc2ncc(C(F)(F)F)cc2Cl)n1 | 3 | -8 | 10 | 21 | 5 | 0 | -2 | -15 | -1 | i
Cc1cc(C)nc(SCc2nnc(SCC(=O)Nc3cc(C(F)(F)F)ccc3Cl)o2)n1 | -1 | -9 | -1 | 5 | -5 | 0 | -2 | 10 | 28 | i
CC(C)=CC/C=C1\CCC(C(=O)O)C(C(=O)O)C1 (stereo unspecified) | 0 | -21 | -4 | 16 | 2 | 3 | -5 | 1 | 6 | i
CCCCNC(=O)c1ccc(CS(=O)(=O)c2ccccc2OC)o1 | -5 | -16 | -6 | 13 | -4 | 2 | 0 | 3 | -3 | i
CCn1nnc(-c2ccccc2NC(=O)c2ccc(-n3cnnn3)cc2)n1 | 3 | -1 | -1 | 16 | 37 | 2 | -1 | -4 | 4 | i
CCn1c(SCC(=O)Nc2ccc3c(c2)OCCO3)nnc1-c1ccccn1 | 6 | -20 | -1 | 12 | -13 | -3 | -2 | -4 | -8 | i
COCCn1nnnc1C(c1cc2c(C)cc(C)cc2[nH]c1=O)N1CCCCCC1 (stereo unspecified) | 5 | 1 | 4 | 11 | -4 | 0 | 1 | -4 | 2 | i
COc1ccc(-n2c(SCC(=O)Nc3cccc(S(N)(=O)=O)c3)nc3ccccc3c2=O)cc1OC | -2 | -2 | -4 | 6 | -3 | 2 | 5 | -6 | -17 | i
Cc1ccc(Cl)cc1NC(=O)COc1ccccc1 | -5 | -6 | 5 | 16 | -33 | 0 | 1 | 6 | -4 | i
CC(C)COc1ncnc2c1sc1nc3c(cc12)COC(C)(C)C3 | -1 | -14 | -1 | 38 | -117 | 0 | -2 | 16 | 33 | i
COC(=O)N/N=C1/C/C(=N\NC(=O)OC)c2ccccc21 | -1 | 10 | 6 | 30 | 25 | 2 | 8 | 9 | 23 | i
CC(C)CNC(=O)COC(=O)c1cncc(Br)c1 | -10 | -17 | -8 | 4 | -10 | -6 | 2 | -6 | -26 | i
CC(O)CNCCOc1cccc(Oc2ccccc2)c1 (stereo unspecified) | 1 | -1 | 4 | 5 | -13 | 4 | 0 | -2 | -9 | i
COc1ccc(CCNc2ccc(C(CC(N)=O)NC(=O)Cc3ccc(Br)cc3)cc2[N+](=O)[O-])cc1 (stereo unspecified) | x | x | x | 16 | 28 | 1 | 12 | 11 | 39 | i
Cc1cccc(NC(=O)c2ccccc2OCC(=O)c2ccccc2)c1 | -2 | -32 | 3 | 20 | -28 | 2 | 0 | 3 | 10 | i
CC12CCC(C(=O)N(CSC(=S)N/N=C\c3ccccc3Cl)C1=O)C2(C)C (stereo unspecified) | -2 | -13 | -5 | 68 | 7 | 4 | 2 | 11 | -6 | i
CCOc1ccc(NC(=S)Nc2ccc(OC(F)(F)F)cc2)cc1 | 2 | 7 | -1 | 20 | 5 | 0 | -2 | u | -59 | i
N#CC1=C(N)Oc2cc(N)ccc2C1c1cccc(F)c1 (stereo unspecified) | 0 | 38 | 51* | 14 | -137 | 0 | 0 | -6 | 0 | i
O=C(NC(=S)Nc1ccc(-c2ccc(CO)o2)cc1)c1cccs1 | 24* | -54 | -3 | 14 | -47 | 3 | 4 | 7 | 31 | x
BrC(=C\c1ccccc1)/C=N/Nc1nc(N2CCOCC2)nc(N2CCOCC2)n1 | 3 | -7 | 13 | 2 | -2 | -1 | -3 | 8 | 8 | i
C=CCn1c(CCC(O)COCCCCC)n[nH]c1=S (stereo unspecified) | 1 | 18 | -2 | 5 | -10 | 1 | 0 | 1 | -13 | i
Cc1csc(NC(=O)c2cc[n+]([O-])cc2)n1 | 0 | -25 | -1 | 95 | 11 | 5 | 0 | -2 | 10 | i

Sorted by value in AI-2 QS mod (largest number first): 3 of the compounds above
smiles	HSP90 refold inh	KLF5 inh	AI-2 QS mod	aSyn 5UTR inh	GSK3B inh	GSK3A inh	HSF1 inh	HSF-1 act	PolyA inh
O=C(CSc1nnc(CNC(=O)c2ccccc2)o1)NCc1ccco1	4	-35	34	10	0	0	-10	1	i
Cc1cc(C)nc(SCc2nnc(SCC(=O)Nc3cc(C(F)(F)F)ccc3Cl)o2)n1	-1	-9	5	-5	0	-2	10	28	i
CC(C)CNC(=O)COC(=O)c1cncc(Br)c1	-10	-17	4	-10	-6	2	-6	-26	i

(cont.)
structure | HSP90 refold inh | KLF5 inh | IEC-6 tox | AI-2 QS mod | aSyn 5UTR inh | GSK3B inh | GSK3A inh | HSF1 inh | HSF-1 act | PolyA inh
COc1ccc(C(=O)NNS(=O)(=O)c2ccccc2)cc1 | -2 | -23 | -8 | 41 | -30 | -2 | x | 4 | 2 | i
COc1ccc2oc(C(=O)NCC(Cc3ccccc3)N(C)C)c(C)c2c1 (stereo unspecified) | 1 | -6 | 0 | 12 | 9 | 4 | 0 | -3 | -1 | i
Cc1cc2ccccc2n1CCNC(=O)c1cccs1 | 23* | -35 | -2 | 28 | -121 | 1 | -2 | -4 | -5 | i
CCOC(=O)c1nnc(-c2ccccc2)nc1NCc1ccc(Cl)cc1 | 1 | 10 | 4 | 5 | 15 | 0 | 0 | 15 | -3 | i
CCCCSc1n[nH]c(N)n1 | -3 | -5 | -8 | 11 | 8 | 0 | -2 | -6 | -3 | i
CC(C)c1ccc(/C=C(/C#N)c2nnc(NC(=O)c3ccccc3)s2)cc1 | -4 | 12 | 2 | 26 | -17 | 1 | 0 | -10 | -26 | i
O=C(COC(=O)CNC(=O)c1ccc(Br)o1)Nc1ccccc1OC(F)F | 3 | 0 | -3 | 0 | -17 | 5 | -2 | 4 | 8 | i
CCOc1cc(NS(=O)(=O)c2ccc(Cl)cc2)c(OCC)cc1NC(=O)CC(C)C | 1 | -40 | -5 | 24 | 15 | 1 | -2 | 8 | 33 | i

Record cards, as listed above. Order of values: HSP90 refold inh	KLF5 inh	IEC-6 tox	AI-2 QS mod	aSyn 5UTR inh	GSK3B inh	GSK3A inh	HSF1 inh	HSF-1 act	PolyA inh
`CCOc1ccc(NC(=S)Nc2ccc(OC(F)(F)F)cc2)cc1` is entered as 2	7	-1	20	5	0	-2	u	-59	i
`CC12CCC(C(=O)N(CSC(=S)N/N=C\c3ccccc3Cl)C1=O)C2(C)C` (stereo unspecified) is entered as -2	-13	-5	68	7	4	2	11	-6	i
`N#CC1=C(N)Oc2cc(N)ccc2C1c1cccc(F)c1` (stereo unspecified) is entered as 0	38	51*	14	-137	0	0	-6	0	i
`COc1ccc(CCNc2ccc(C(CC(N)=O)NC(=O)Cc3ccc(Br)cc3)cc2[N+](=O)[O-])cc1` (stereo unspecified) is entered as x	x	x	16	28	1	12	11	39	i
`BrC(=C\c1ccccc1)/C=N/Nc1nc(N2CCOCC2)nc(N2CCOCC2)n1` is entered as 3	-7	13	2	-2	-1	-3	8	8	i
